Compound activity (PubChem BioAssay)
IMP-1 inh – inhibitors of Pseudomonas aeruginosa IMP-1 metallo-beta-lactamase; purified IMP-1, nitrocefin hydrolysis, epi-absorbance fluorescence; inhibition, % at 5.6 µM; actives 0.45% (n = 290,000);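 active = inhibition above the mean plus 3 SD of all compounds in the same screening run, cut at about 4.5% in these data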;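 note: 0% = IMP-1 with DMSO and 100% = DMSO wells lacking enzyme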
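Assay system: purified recombinant IMP-1 beta-lactamase. Input: IMP-1 0.2 nM before substrate addition. Buffer or medium: Zinc- and detergent-supplemented HEPES buffer, pH 7.1. Schedule: 25 °C, 15 min preincubation, 25 min reaction. Signal: Epi-absorbance fluorescence, 480 nm excitation, 530 nm emission. Evaluation: percent inhibition from optical density relative to buffer-blank wells.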
GPR7 antagonist – blocks human GPR7 receptor signaling; P48145; GPR7-expressing cells, fluorescence antagonist assay; inhibition, % at 4.4 µM; actives 1.1% (n = 290,000); AID 1861; in the data active = inhibition above about 16%, passing the limit was not always enough;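 note: cells stimulated with the agonist NPW; 0% = agonist with vehicle and 100% = vehicle without agonist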
M18AAP inhibitor – PfM18AAP enzyme inhibition; recombinant PfM18AAP, H-Glu-NHMec fluorogenic cleavage; inhibition, % at 7.35 µM; actives 1.2% (n = 290,000);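 active = inhibition above the campaign mean inhibition over all tested compounds plus 3 SD, cut at about 28% in these data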;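 note: 0% = plate median of test compound wells and 100% = 2 mM ZnCl2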
pCIP destab – lowers stability of the mouse p/CIP coactivator protein | Q05BA5 | decrease of EGFP signal, % at 10 µM | F442A p/CIP-EGFP cells, EGFP fluorescence, 16 h | actives 0.01% (n = 290,000);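 active = EGFP signal decrease of at least 30% at 10 µM or well 3 SD below plate mean, unless failing retest; inactive = the rest, including hits failing retest or dose response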; note: some compounds called inactive have numbers as strong as hits; many of its hits are not listed in these tables
IDE inh – inhibitors of human insulin-degrading enzyme in cells | P14735 | HEK cells, FAbetaB cleavage, fluorescence polarization | inhibition, % at 5.59 µM | actives 0.41% (n = 320,000) | AID 434962;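 active = percent inhibition above the average of all tested compounds plus 3 SD, set per screening campaign, cut at about 16% in these data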;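 note: IDE supplied by intact live HEK cells; FP after avidin binding of uncleaved biotin substrate so inhibition keeps polarization high; 0% = DMSO wells and 100% = 60 µM reference IDE inhibitor Ii1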
Target sequence (P14735 whole entry, looked up): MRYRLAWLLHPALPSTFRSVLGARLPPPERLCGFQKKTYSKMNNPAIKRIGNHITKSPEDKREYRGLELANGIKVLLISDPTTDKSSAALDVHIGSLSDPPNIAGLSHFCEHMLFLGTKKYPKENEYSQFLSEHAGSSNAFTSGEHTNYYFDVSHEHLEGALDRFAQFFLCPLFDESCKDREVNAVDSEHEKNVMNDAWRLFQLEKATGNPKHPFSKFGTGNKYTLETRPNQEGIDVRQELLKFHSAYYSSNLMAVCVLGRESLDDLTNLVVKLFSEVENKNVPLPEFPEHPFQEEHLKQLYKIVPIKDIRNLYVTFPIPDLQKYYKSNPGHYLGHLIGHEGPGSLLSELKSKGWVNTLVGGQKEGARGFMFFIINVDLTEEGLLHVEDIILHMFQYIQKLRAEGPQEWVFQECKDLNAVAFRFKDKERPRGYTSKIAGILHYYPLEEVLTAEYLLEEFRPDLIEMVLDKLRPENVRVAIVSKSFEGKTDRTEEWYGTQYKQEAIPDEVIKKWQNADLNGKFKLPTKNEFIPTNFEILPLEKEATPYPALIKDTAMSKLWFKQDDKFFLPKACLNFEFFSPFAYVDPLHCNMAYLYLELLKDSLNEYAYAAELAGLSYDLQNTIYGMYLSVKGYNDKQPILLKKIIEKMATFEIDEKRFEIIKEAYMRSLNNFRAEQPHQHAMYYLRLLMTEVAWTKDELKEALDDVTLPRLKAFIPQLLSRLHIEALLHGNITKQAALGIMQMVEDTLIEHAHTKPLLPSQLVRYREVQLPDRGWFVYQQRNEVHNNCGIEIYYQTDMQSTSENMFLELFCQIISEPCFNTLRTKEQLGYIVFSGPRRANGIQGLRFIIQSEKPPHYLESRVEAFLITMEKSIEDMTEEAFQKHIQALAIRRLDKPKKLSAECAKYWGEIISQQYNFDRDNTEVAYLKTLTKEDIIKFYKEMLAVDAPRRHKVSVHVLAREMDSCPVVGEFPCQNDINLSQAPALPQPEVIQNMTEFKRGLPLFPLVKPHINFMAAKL
VIM-2 inh – inhibitors of Pseudomonas aeruginosa VIM-2 metallo-beta-lactamase; actives 0.89% (n = 290,000); purified VIM-2, nitrocefin hydrolysis, epi-absorbance fluorescence; inhibition, % at 5.6 µM;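 active = inhibition above the mean of all tested compounds plus 3 SD, cutoff set per screening run, cut at about 7.5% in these data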;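 note: red hydrolysis product quenches plate fluorescence so inhibitors raise well fluorescence; 0% = enzyme with DMSO and 100% = DMSO without enzyme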
NALP1 yeast inh – blocks the NALP1 inflammasome reconstituted in yeast; AID 2071; actives 0.61% (n = 280,000); S. cerevisiae NALP1/ASC/caspase-1 growth, X-gal OD620, 72 h; inhibition, % at 10 µM; in the data active = inhibition mostly above about 24%, no sharp cut-off; inactive = mostly below about 32%; note: some compounds called inactive have numbers as strong as hits
IDE act – activators of human insulin-degrading enzyme in cells. HEK cells, FAbeta-B cleavage, fluorescence polarization; 0% vehicle, 100% cell-free pure enzyme wells. activation, % at 5.96 µM. actives 0.073% (n = 340,000). AID 493087;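 active = activation above the mean of all tested compounds plus 3 SD, set per screening campaign, cut at about 17% in these data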
PHOSPHO1 inh – blocks human PHOSPHO1 phosphatase activity. Q8TCT1. recombinant PHOSPHO1, absorbance phosphatase assay. inhibition, % at 13.3 µM. actives 1.1% (n = 290,000). AID 1565; in the data active = inhibition above about 60%
Active calls of the source: *; . = not tested or not shown.

#	compound	IMP-1 inh	GPR7 antagonist	M18AAP inhibitor	pCIP destab	IDE inh	VIM-2 inh	NALP1 yeast inh	IDE act	PHOSPHO1 inh
1	O=C(c1cccs1)N1CCN(c2ncc(Br)cn2)CC1	-0.7	10.8	-2.4	0.3	-1.5	-1.1	22.5	-3.0	32.8
2	CCOc1ccc(CNS(=O)(=O)c2c(C(=O)N3CCCC3)c(C)n(C)c2C)cc1OC	1.4	-9.5	6.1	6.0	-3.9	1.7	22.9	4.3	52.8
3	CN(C)C(CNC(=S)Nc1cccc(Cl)c1)c1ccccc1 (stereo not drawn)	-4.0	1.1	1.1	9.1	-0.5	-4.4	-4.5	0.0	-14.7
4	CN(C)c1ccc(N=Cc2nc(-c3ccccc3)oc2OC(=O)c2cccc(Br)c2)cc1	-4.6	4.2	10.9	-3.9	9.2	-3.2	33.9	3.0	4.9
5	CCOC(=O)c1c(NC(=O)Cn2nc(C(F)F)cc2C(F)F)sc(C)c1C	-3.0	-1.9	0.4	-10.9	-0.1	-5.0	11.2	1.5	16.4
6	CN(C)c1cc[n+](CC(=O)Nc2ccc(Cl)cc2)cc1	-0.4	-6.1	5.0	-27.2	0.2	-0.7	4.1	-5.8	2.6
7	Cc1ccc(C)c(N2CCN(C(=O)c3ccc(NC4=NC5CS(=O)(=O)CC5S4)cc3)CC2)c1 (stereo not drawn)	-1.3	-5.4	1.4	-2.7	-0.1	-3.0	4.8	-3.7	-3.5
8	Cc1c(Cl)cccc1NC(=O)Cn1cnc(S(=O)(=O)N2CCCC2)c1	-2.1	-10.9	-1.0	-19.6	-4.0	-2.0	28.1	2.1	22.6
9	CC(C)CCNC(=O)NC(=O)COC(=O)CNC(=O)C1CCCCC1	-2.9	-10.9	2.6	7.1	1.9	-1.2	24.3	2.2	23.6
10	S=C(c1ccccc1)N1CCN(C(=S)c2ccccc2)CC1	-1.3	-4.5	-7.0	3.2	1.6	-1.1	30.1	-0.6	3.1
11	CCOC(=O)c1cc(C(=O)c2cc(Br)ccc2O)coc1=N	-4.0	-14.4	-2.6	-9.8	-4.8	0.5	4.8	3.0	4.4
12	O=c1cc(CSc2ccccc2)nc(-c2ccccc2)[nH]1	-3.2	-3.9	5.9	10.2	-5.0	-1.9	-8.3	.	44.8
13	CCN(CC)CCOC(=O)c1ccc(NC(=O)/C=C/c2cccs2)cc1	-2.0	-5.4	-0.1	-12.4	2.2	-2.7	20.2	-3.2	-12.3
14	C=CCNCC(=O)NN=C(c1ccccc1)c1ccccc1	-1.9	3.7	7.6	-3.0	5.8	-8.2	30.5	4.8	0.1
15	CCCN(Cc1ccccc1)C(=S)Nc1ccc(C(C)=O)cc1	0.8	-1.2	0.3	-34.9	3.7	0.1	17.7	-1.7	24.9
16	COc1ccc2cc(C3(C)NC(=O)NC3=O)ccc2c1 (stereo not drawn)	-3.8	-17.1	2.0	-8.4	-3.6	-5.0	8.2	5.0	-8.9
17	CCCN1CCC(=O)N(CCOc2ccccc2)CC1	-3.6	-9.9	2.3	-0.4	5.1	-1.5	7.6	5.8	20.2
18	CCc1ccccc1NC(=O)C1C2C=CC(O2)C1C(=O)O (stereo not drawn)	-3.6	-15.2	-10.8	-6.7	0.0	-1.1	14.6	0.1	2.8
19	COC(=O)CCC(=O)N1CCCC(CNS(=O)(=O)c2ccc(OC)cc2)C1 (stereo not drawn)	-1.0	1.6	-12.8	-11.1	0.6	1.2	7.3	-0.5	38.7
20	COc1cccc(C(C(=O)NCC2CCCO2)N(C(=O)Cn2nnc3ccccc32)c2ccc(NC(C)=O)cc2)c1OC (stereo not drawn)	-1.1	-0.6	1.4	3.5	4.5	-0.4	16.5	3.6	12.1
21	COc1cccc(/C=C2\SC(=S)N(CCC(=O)Nc3ccc(O)cc3)C2=O)c1	-1.7	-1.5	3.2	-10.0	4.2	-1.5	2.9	-1.1	.
22	O=C(/C=C/c1ccc(Cl)cc1)N(Cc1cccs1)C1CCS(=O)(=O)C1 (stereo not drawn)	-0.5	17.4	-4.3	-4.7	-3.7	1.4	.	-7.6	46.0
23	Cc1cc(C(=O)OCC(=O)Nc2ccc(S(=O)(=O)N3CCOCC3)cc2)c(C)o1	-4.0	-2.0	-13.7	-1.7	0.2	-4.9	25.3	3.5	2.6
24	Cc1[nH][nH]c(=O)c1C(c1ccccc1[N+](=O)[O-])C(C#N)C#N (stereo not drawn)	-0.2	5.2	5.9	22.3	5.6	0.5	4.9	5.3	16.5
25	CN(c1ccccc1)S(=O)(=O)c1nnc(NC(=O)C2CCCCC2)s1	-3.7	-20.5	4.1	-5.2	0.5	-2.8	4.8	3.2	70.0*

Other results follow:
#	compound	IMP-1 inh	GPR7 antagonist	M18AAP inhibitor	pCIP destab	IDE inh	VIM-2 inh	NALP1 yeast inh	IDE act	PHOSPHO1 inh
26	C#CCn1cc(/C=N/Nc2nc3ccccc3[nH]2)c2ccccc21	-4.8	8.5	6.2	-11.3	14.8	-4.1	19.5	0.7	-17.6
27	O=C(CN1CCN(S(=O)(=O)c2ccccc2)CC1)Nc1ccc(Cl)cn1	-3.1	1.3	6.1	-7.6	-5.5	-2.2	4.5	-0.3	29.0
28	CC1(C)Cc2c(sc3c2C2=NCCN2C=N3)CO1	-2.8	-10.5	1.6	-4.0	-0.5	-1.7	.	7.0	-2.3
29	CC(C)OCCCNC(=O)CCSc1ccc(Cl)cc1	-3.9	-8.4	-8.2	-6.8	2.3	-3.9	-7.3	-0.4	5.0
30	CCCCCCCCCCOC(=O)c1csc2nnsc12	-3.4	-14.0	-11.5	-1.6	6.5	-0.2	6.2	-3.2	-10.8
31	CCOC(=O)C1CCN(Cc2oc(CO)cc(=O)c2O)CC1	-1.8	3.9	-1.4	-8.2	10.4	-2.8	1.8	1.9	1.7
32	COC(c1ccccc1)c1nnc(CCC(=O)N2CCCCCCC2)o1 (stereo not drawn)	-2.8	-3.5	1.5	-1.2	5.6	-2.7	-5.1	2.1	-4.9
33	O=C(Nc1cc(Br)ccc1O)C1CC(c2c(F)cccc2Cl)=NO1 (stereo not drawn)	-2.6	-4.7	3.6	-8.9	4.7	-2.5	18.0	1.5	14.9
34	CCOC(=O)NN1C(=O)c2ccccc2NC1c1ccccc1F (stereo not drawn)	-2.2	-17.1	4.2	-12.9	-4.2	-3.1	1.3	5.9	-12.4
35	COc1ccc(S(=O)(=O)N(C)CC(=O)Nc2ccccc2C(F)(F)F)cc1OC	0.3	-3.9	-10.7	2.7	1.6	0.6	-4.5	-3.0	23.8
36	O=C(Cc1ccc(NC2=NC3CS(=O)(=O)CC3S2)cc1)N1CCN(c2ccc(F)cc2)CC1 (stereo not drawn)	-2.1	-7.0	4.8	-2.9	0.7	-2.2	-5.4	-9.2	1.8
37	Cc1ccccc1Nc1nc(N)nc(CSCc2c(C)noc2C)n1	-4.0	-6.1	-8.3	-10.5	3.2	-4.7	.	1.2	6.3
38	CN(C)C(CNC(=O)Cc1cccc(C(F)(F)F)c1)c1ccccc1 (stereo not drawn)	0.2	15.4	-9.8	0.2	0.0	-0.2	25.9	-0.1	23.7
39	COc1ccc(S(=O)(=O)N2CCC(C(=O)NCCN3CCOCC3)CC2)cc1C	-1.5	-5.0	-4.9	-6.4	1.4	-0.4	25.8	2.6	35.9
40	Cc1cc(=O)oc2c3c(cc(OCC(=O)N4CCC(C(=O)O)CC4)c12)OC(C)(C)CC3	-4.0	9.0	1.8	-4.4	9.0	-0.5	1.9	2.6	2.7
41	O=C(NCCO)/C(=C\c1cccs1)NC(=O)c1cccs1	-1.8	-5.2	1.2	-5.6	4.4	-1.4	2.5	1.3	1.8
42	COc1cc(NC(=O)c2ccc(S(=O)(=O)N(C)C)cc2)cc(OC)c1OC	-3.8	-13.7	-3.8	5.0	4.7	-2.3	-2.6	4.8	-8.9
43	O=C(NC1CCCN(c2ccc(C(F)(F)F)cn2)C1)c1cc(Cl)ccc1F (stereo not drawn)	-0.1	-9.9	4.5	1.8	-3.1	0.1	13.7	0.2	23.3
44	CC(=O)Nc1ccc2[nH]c3ccccc3c2c1	-2.3	-14.5	-5.2	-17.0	3.4	-1.1	5.9	2.9	11.1
45	CC[C@@]12C(=O)N(c3ccc(C)cc3)C(=O)N1[C@H](c1ccc(Br)cc1)[C@@H]1C(=O)N(C(C)(C)C)C(=O)[C@@H]12	-4.5	3.4	-1.0	-6.4	-1.4	-0.9	-4.4	1.5	4.0
46	Cc1c(C)n(C)c2ccc(C(=O)NCCCN(C)C3CCCCC3)cc12	-1.0	-13.9	4.4	-2.1	5.5	-0.5	25.4	1.1	19.9
47	C=CCNC(=O)c1cc2c(=O)c3ccccc3oc2nc1C	-0.9	-14.2	-1.3	2.9	14.1	2.5	8.3	-4.4	-9.0
48	Cc1cccc(-c2n[nH]c(=S)n2C)c1	-2.8	-5.1	17.3	-0.1	3.6	0.5	-15.4	-5.9	-31.6
49	Cc1cccc(NC(=O)CCC(=O)N/N=C/c2ccncc2)c1	-3.2	-1.3	-1.7	2.3	-2.9	-2.4	28.2	1.2	5.7
50	O=C(CCl)Nc1cc(S(=O)(=O)N2CCOCC2)ccc1N1CCOCC1	-3.3	-9.1	3.2	-5.3	-1.5	-1.5	-1.6	6.6	-23.5

The listing continues:
#	compound	IMP-1 inh	GPR7 antagonist	M18AAP inhibitor	pCIP destab	IDE inh	VIM-2 inh	NALP1 yeast inh	IDE act	PHOSPHO1 inh
51	CC(Oc1ccc(Cl)cc1Cl)C(=O)Nc1ccc(S(=O)(=O)Nc2cnc3ccccc3n2)cc1 (stereo not drawn)	-3.1	-11.8	-1.7	-9.5	-3.5	-2.8	24.8	.	-24.6
52	O=S(=O)(Nc1ccc2c(c1)OCCO2)c1ccc(Br)s1	-2.6	-12.0	7.0	-2.7	3.6	-2.0	2.8	3.9	-11.1
53	CCOC(=O)C1=NNC2(c3ccc(Cl)cc3)C(=O)N(c3cc(C)cc(C)c3)C(=O)C12 (stereo not drawn)	-3.8	-17.6	-6.1	-4.9	3.6	-3.2	1.8	-1.6	28.7
54	C/C(=N\NC(=O)c1cc(O)ccc1O)c1cccc(NC(=O)c2ccc(Cl)cc2)c1	-2.8	3.5	35.9*	-2.5	-3.4	-6.1	6.5	-4.1	46.2
55	Cc1cc(C)n2c(SCC(=O)N(C)C3CCS(=O)(=O)C3)nnc2n1 (stereo not drawn)	-3.1	-0.5	1.3	2.5	8.9	-3.1	9.0	1.4	21.5
56	Cc1ccc2nccc(C(=O)N3CCCC(Nc4ccc(F)cc4)C3)c2c1 (stereo not drawn)	-5.5	-9.0	0.2	0.9	6.5	-5.3	19.4	-6.9	26.3
57	O=C1NCCN1C(=O)c1ccco1	-3.3	1.1	2.0	-7.1	-4.8	-2.0	8.1	3.5	13.5
58	COc1cc(C(=O)O)nc(OC)n1	-2.7	2.2	2.2	14.9	-1.1	-2.3	2.7	1.1	-0.4
59	CCn1c(COc2cccc(C)c2C)nnc1SCC(=O)N1CCN(c2ccc(OC)cc2)CC1	-2.5	-5.1	1.0	-13.2	7.9	-0.5	7.8	-14.3	73.8*
60	COC(=O)c1cc(NC(=O)c2cc(C(C)(C)C)nn2Cc2ccc(F)cc2)ccc1N1CCOCC1	-4.0	-17.9	1.7	-16.3	-4.1	-1.4	.	.	27.4
